PP5 inh: PP5 phosphatase inhibitors, primary screen, biochemical, fluorescence; AID 1987, 2009; inhibition, % at 6.7 µM; 320,000 compounds, 0.18% hits; purified PP5c, OMFP substrate fluorescence;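 active = inhibition above the campaign's mean inhibition across all tested compounds plus 3 SD, cut at about 9.5% in these data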;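 also: 0% = DMSO only and 100% = 100 µM cantharidin control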
Target sequence (P53041 whole entry, looked up): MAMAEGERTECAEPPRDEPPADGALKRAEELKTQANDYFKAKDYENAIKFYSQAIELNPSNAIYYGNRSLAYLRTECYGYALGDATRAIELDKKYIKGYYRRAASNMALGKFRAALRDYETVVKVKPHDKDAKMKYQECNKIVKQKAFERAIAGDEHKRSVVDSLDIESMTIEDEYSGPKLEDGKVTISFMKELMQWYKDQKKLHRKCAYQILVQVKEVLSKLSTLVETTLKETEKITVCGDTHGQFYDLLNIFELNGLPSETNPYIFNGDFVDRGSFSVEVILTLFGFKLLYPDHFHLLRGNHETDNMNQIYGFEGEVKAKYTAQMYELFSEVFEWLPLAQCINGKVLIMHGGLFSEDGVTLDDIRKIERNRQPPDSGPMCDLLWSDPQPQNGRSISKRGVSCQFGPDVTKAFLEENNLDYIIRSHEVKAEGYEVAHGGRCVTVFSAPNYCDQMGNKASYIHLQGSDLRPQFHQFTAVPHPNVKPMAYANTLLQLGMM
proCasp7 act: procaspase-7 activators, primary screen, counter-screen for procaspase-3 activator project, biochemical, absorbance, HTS, human. Caspase-7 (Homo sapiens), P55210. recombinant procaspase-7, Ac-DEVD-pNA absorbance 405 nm; D23A/D198A/D206A triple mutant, cannot self-cleave; scale: DMSO 0, 5 µM enzyme 100. activation, % at 8.5 µM. 330,000 compounds, 0.093% hits;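 active = percent activation above the screen-wide mean plus 3 SD, cut at about 25% in these data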
Target sequence (P55210 whole entry D23A/D198A/D206A): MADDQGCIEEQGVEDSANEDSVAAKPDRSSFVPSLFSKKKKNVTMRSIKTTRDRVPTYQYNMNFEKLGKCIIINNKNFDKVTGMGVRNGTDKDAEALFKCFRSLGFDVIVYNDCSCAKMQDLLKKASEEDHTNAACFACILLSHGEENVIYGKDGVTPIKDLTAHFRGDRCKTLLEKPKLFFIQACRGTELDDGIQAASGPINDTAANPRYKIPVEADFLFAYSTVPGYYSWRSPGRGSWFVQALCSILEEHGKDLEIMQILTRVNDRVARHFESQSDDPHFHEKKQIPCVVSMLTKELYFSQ
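Replicates: singlicate. Assay system: Procaspase-7 triple mutant (PC-7 D3A). Signal: 405 nm absorbance of p-nitroaniline. Times: 1 h preincubation, 2 h reaction. Buffer or medium: Zinc-free HEPES pH 7.4 with 300 mM NaCl, 0.01% Triton X-100. Also added: DEVD-pNA substrate. Benchmarks: DMSO wells as 0%, DMSO with 5 µM added PC-7 as 100%.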
Fh CTSL1 inh: Fasciola hepatica cathepsin L1 inhibitors, primary screen, counter-screen for PFM18AAP inhibitor project, biochemical, QFRET, fluorogenic peptide substrate | recombinant F. hepatica cathepsin L1, Z-Leu-Arg-MCA fluorescence | inhibition, % at 5.96 µM | 300,000 compounds, 0.49% hits;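 active = inhibition above the mean of all tested compounds plus 3 SD, set per screening campaign, cut at about 17% in these data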;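 also: 0% = plate median of test compound wells and 100% = 1 µM Z-Phe-Ala-diazomethylketone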
HCV core dimer: inhibitors of HCV core protein dimerization, primary screen, biochemical, TR-FRET, high-throughput; 300,000 compounds, 0.33% hits; inhibition, % at 5 µM; TR-FRET GST/Flag-core106 dimerization, 1536-well;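 active = inhibition above the mean of all tested compounds plus 3 SD, set per screening campaign, cut at about 45% in these data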
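Assay system – GST-tagged and Flag-tagged HCV core protein residues 1-106 · Quantity – core106 proteins, GST 13.5 nM and Flag 17 nM · Benchmarks – unlabelled core106 and no-GST-core106 wells · Read-out basis – percent inhibition of core106 dimerization signal · Detection – time-resolved FRET, ex 340 nm, em 617 and 671 nm · Schedule – 4 h at 22.5 °C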
PP1 inh: PP1-alpha phosphatase inhibitors, primary screen, counter-screen for PP5 inhibitor project, biochemical, fluorescence, OMFP substrate, single point. purified PP1alpha. inhibition, % at 6.7 µM. 320,000 compounds, 0.9% hits;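 active = inhibition above the mean inhibition of all tested compounds plus 3 SD, computed separately for each screening campaign, cut at about 15% in these data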
TPT1 inh: Candida albicans TPT1 enzyme inhibitors, primary screen, biochemical, fluorescence polarization. tRNA 2'-phosphotransferase TPT1 (Candida albicans SC5314). recombinant caTPT1, FP RNA substrate dephosphorylation. inhibition, % at 5 µM. 300,000 compounds, 0.81% hits;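 active = inhibition above the mean of all tested compounds plus 3 SD, set per screening campaign, cut at about 24% in these data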;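 also: plate controls were DMSO alone for no effect and ferristatin control at 100 nM for full effect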
AHR activator: AHR activators, primary screen, cell-based, luminescence, luciferase reporter, human. Aryl hydrocarbon receptor (Homo sapiens), P35869. AID 2796, 2010. 320,000 compounds, 2.5% hits. activation, % at 5 µM. AHR-responsive luciferase reporter cells; in the data active = activation above about 47%;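 also: 0% = vehicle wells and 100% = reference agonist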
PAFAH2 inh: PAFAH2 enzyme inhibitors, primary screen, biochemical, fluorescence polarization, human; Platelet-activating factor acetylhydrolase 2, cytoplasmic (Homo sapiens), Q99487; recombinant PAFAH2, FP-rhodamine activity probe; inhibition, % at 3.39 µM; 340,000 compounds, 0.99% hits; AID 492956, 2010;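 active = inhibition above the mean over all tested compounds plus 3 SD, cut at about 30% in these data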;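 also: inhibitors block probe labeling of enzyme so polarization drops; 0% = enzyme with DMSO and 100% = wells lacking PAFAH2 protein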
proCasp3 act: activators of human procaspase-3 D3A mutant, primary screen, biochemical, absorbance, PC-3 D3A mutant, single concentration | activation, % at 8.5 µM | 330,000 compounds, 0.11% hits | recombinant procaspase-3 D3A, Ac-DEVD-pNA absorbance 405 nm | Caspase-3 (Homo sapiens), P42574;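 active = activation above the mean of all tested compounds plus 3 SD, cut at about 21% in these data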;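 also: 0% = DMSO alone and 100% = DMSO wells spiked with extra 5 µM PC-3 D3A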
Target sequence (P42574 whole entry D9A/D28A/D175A): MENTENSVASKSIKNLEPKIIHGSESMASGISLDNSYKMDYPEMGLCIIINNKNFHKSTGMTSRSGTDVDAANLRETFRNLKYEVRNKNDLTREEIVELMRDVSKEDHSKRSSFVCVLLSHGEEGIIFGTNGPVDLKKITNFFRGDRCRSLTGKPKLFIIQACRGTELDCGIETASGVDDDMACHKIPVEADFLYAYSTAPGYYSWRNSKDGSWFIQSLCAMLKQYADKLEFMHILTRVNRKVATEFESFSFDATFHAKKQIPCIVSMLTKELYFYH
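Test system: Procaspase-3 D3A mutant, all three cleavage aspartates alanine | Dosing: Single dose, 8.5 µM nominal compound, 0.8% DMSO | Schedule: 1 h preincubation, 2 h reaction | Technique: 405 nm absorbance of p-nitroaniline, reads at 0 and 120 min | Repeats: One well per compound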
An asterisk follows results filed as active; . = no result given.

SMILES | PP5 inh | proCasp7 act | Fh CTSL1 inh | HCV core dimer | PP1 inh | TPT1 inh | AHR activator | PAFAH2 inh | proCasp3 act
O=C1CCCN1CCC1CCN(C(=S)Nc2ccc(F)cc2)CC1 | 2.0 | -7 | -1 | -5 | 2 | 3 | -2 | -4 | 0
O=C(Cn1c2ccccc2c2nc3n(c(=O)c21)CCS3)Nc1ccccc1C(F)(F)F | -1.1 | -5 | 1 | -11 | 3 | 0 | 3 | -4 | -7
CN(C)S(=O)(=O)c1ccc2c(c1)Cc1cc(S(=O)(=O)N(C)C)ccc1-2 | -0.3 | 0 | -1 | 2 | -7 | 2 | -1 | -14 | -11
CCN(CC)CCCNC(=S)N1CCn2c(nc3ccccc32)C1 | -0.3 | 5 | 2 | 4 | -3 | 0 | 3 | 0 | 8
CC[C@@]1(C(=O)OC)N[C@H](CN(C)C(=O)Nc2ccc(C(F)(F)F)cc2)[C@@H]2C(=O)N(Cc3ccccc3)C(=O)[C@@H]21 | . | -2 | . | . | . | . | 2 | 3 | 7
CCOC(=O)CCc1n[nH]c(=O)[nH]c1=O | 0.6 | -4 | -1 | -4 | -1 | -3 | 2 | 3 | 4
Cc1ccc(-c2cc(C(=O)N3CC(C)CC(C)C3)c3ccccc3n2)o1 (stereo unspecified) | 4.0 | -11 | 3 | 30 | 5 | 2 | 1 | 0 | -6
COc1ccc(OCc2n[nH]c(=S)n2-c2ccc(C)cc2)cc1 | 5.1 | -12 | 0 | 4 | -5 | -1 | 2 | -4 | -8
CCCCC(CC)C(=O)Nc1ccc(C#N)cc1 (stereo unspecified) | 1.4 | 8 | 1 | -3 | -1 | -2 | -2 | -7 | 5
O=C(Nc1ccnn1C1CCN(C2CCCC2)CC1)c1ccccc1 | 0.3 | 2 | 6 | 2 | -4 | 1 | 6 | 5 | -3
COCc1nnc(NC(=O)CCc2ccc(OC)cc2)s1 | 3.5 | 4 | -7 | -9 | 1 | 3 | 2 | -6 | 9
CCOC(=O)c1ncccc1NC(=O)CC(=O)Nc1cccnc1C(=O)OCC | -0.5 | 3 | 0 | 5 | 27* | 0 | 0 | . | -9
COCCN1C(=O)C(O)=C(C(=O)c2ccco2)C1c1cccc(Oc2ccccc2)c1 (stereo unspecified) | 1.5 | -28 | 1 | -5 | 25* | -6 | -7 | 3 | -9
COC(=O)C1CCN(S(=O)(=O)c2cn(C)c(=O)n(C)c2=O)CC1 | 0.8 | 4 | -3 | 3 | -2 | -3 | 0 | 3 | 2
S=C(NCCOCCOCCNC(=S)Nc1ccccc1)Nc1ccccc1 | 3.1 | -5 | -1 | -3 | 1 | 0 | 3 | 3 | 4
COc1cnc(N(C)C)nc1Sc1ccc(Cl)cc1 | 2.4 | -2 | 1 | -8 | 1 | 1 | 4 | 1 | -3
COc1ccc(N(CC(=O)N2CCN(c3ccccc3)CC2)S(=O)(=O)c2c(C)noc2C)cc1 | 1.3 | 7 | 1 | 3 | -3 | 0 | 1 | 6 | 1
CCNc1nc(NC(C)C)nc(OCCNS(=O)(=O)c2cc(C)ccc2C)n1 | 1.4 | 17 | -2 | 3 | 0 | 0 | 6 | -2 | 4
O=C(NCn1ccc(=O)[nH]c1=S)c1ccccc1 | -1.8 | 1 | -4 | 3 | -2 | 2 | 2 | -2 | -1
COc1ccccc1NS(=O)(=O)c1cc(NC(=O)C2CCCC2)ccc1N1CCOCC1 | 3.3 | -17 | 1 | 5 | 3 | 1 | 2 | -4 | -8

One compound at a time (already shown).
Profile of `O=C(Cn1c2ccccc2c2nc3n(c(=O)c21)CCS3)Nc1ccccc1C(F)(F)F` → PP5 inh: -1.1; proCasp7 act: -5; Fh CTSL1 inh: 1; HCV core dimer: -11; PP1 inh: 3; TPT1 inh: 0; AHR activator: 3; PAFAH2 inh: -4; proCasp3 act: -7
Profile of `COc1ccc(N(CC(=O)N2CCN(c3ccccc3)CC2)S(=O)(=O)c2c(C)noc2C)cc1` → PP5 inh: 1.3; proCasp7 act: 7; Fh CTSL1 inh: 1; HCV core dimer: 3; PP1 inh: -3; TPT1 inh: 0; AHR activator: 1; PAFAH2 inh: 6; proCasp3 act: 1

(listing goes on)
SMILES | PP5 inh | proCasp7 act | Fh CTSL1 inh | HCV core dimer | PP1 inh | TPT1 inh | AHR activator | PAFAH2 inh | proCasp3 act
C#CCN1C(=O)S/C(=C\c2ccc(-c3ccc(C(=O)O)cc3C)o2)C1=O | 1.3 | -5 | -2 | 17 | 3 | 7 | 5 | 6 | -12
O=C(c1cccs1)N1CC=C(c2ccccc2)CC1 | 3.8 | -1 | . | . | 12 | . | -1 | 3 | -3
C=CCOc1ccccc1CN1CCC(Oc2ccc(C(=O)N3CCCCC3)cc2)CC1 | 1.0 | 1 | 2 | -5 | 0 | 0 | 5 | 5 | -6
O=C(Nc1cnc2ccccn2c1=O)c1ccc(Cl)cc1Cl | 0.0 | 8 | 0 | -5 | -1 | -1 | -4 | 8 | -5
CCC(C)C(NC(=O)OCc1ccccc1)C(=O)NC(Cc1ccc(O)cc1)C(=O)OC (stereo unspecified) | -2.9 | 1 | -4 | 2 | 6 | 3 | 1 | -2 | 2
NNC(=O)COc1cccc(C(F)(F)F)c1 | 1.8 | 4 | -6 | -1 | 0 | -2 | 3 | -1 | -4
CC(OC(=O)c1ccccn1)C(=O)Nc1ccc2c(c1)OCCO2 (stereo unspecified) | 3.0 | 0 | . | . | 0 | . | 0 | -4 | 1
COc1cccc(OCC(=O)NC2CCCCC2)c1 | -1.0 | -7 | 1 | -5 | -3 | -1 | 3 | 4 | -2
CCCCn1c(=O)[nH]c(=O)c2c1nc(-c1ccc(-c3ccccc3Br)o1)n2CCOC | 4.1 | -12 | 3 | -19 | 0 | 7 | 1 | -2 | -2
O=C(c1ccc(-n2cnnn2)cc1)N1CCOCC1 | 2.6 | 5 | -1 | -4 | -1 | -7 | 2 | -1 | 0
CCOC(=O)c1nc(C)n(-c2cc(OC)c(Cl)cc2Cl)n1 | -1.3 | -11 | -1 | -2 | -3 | 0 | 5 | 4 | -2
O=C(CSc1nnc(-c2cccs2)n1CC1CCCO1)c1cc2ccccc2o1 (stereo unspecified) | 1.7 | -9 | -4 | 30 | 1 | 14 | 11 | 1 | -13
Cc1cc2c(cc(C(=O)OC(C(=O)NC3CCCCC3)C(C)C)n2C)o1 (stereo unspecified) | -0.8 | 0 | . | . | 10 | . | 0 | -1 | 3
O=C(NNC(=O)c1ccc2nc[nH]c2c1)c1ccccc1 | 1.0 | -7 | . | . | 1 | . | 1 | -2 | 13
CCOC(=O)N1CCN(C(=O)CSc2nnc(CNC(=O)c3c(F)cccc3Cl)o2)CC1 | -1.3 | 8 | -1 | -2 | -1 | 1 | 3 | -1 | 2
CCN1CCN(c2cc(-c3ccccc3)nc3cc(-c4cccc(F)c4)nn23)CC1 | 3.3 | 7 | 2 | 3 | 4 | -2 | 6 | -9 | -3
COc1cccc(CN2CCC(C(=O)N3CCN(c4ccccc4F)CC3)CC2)c1 | -1.3 | -9 | 2 | 1 | 0 | -2 | 2 | 8 | -1
O=C(CCC(=O)n1ncc2ccccc21)NCc1ccc(F)cc1 | -0.4 | 3 | -8 | 0 | -3 | -4 | 5 | -4 | 4
O=C1C2C3C=CC(C3)C2C(=O)N1CN(Cc1ccccc1)CN1C(=O)C2C3C=CC(C3)C2C1=O (stereo unspecified) | -0.5 | 6 | 0 | 4 | 1 | 1 | 0 | 4 | 1
Cc1cc(=O)oc2cc(OCc3ccc(S(=O)(=O)N4CCOCC4)cc3)ccc12 | 2.0 | 2 | 1 | 8 | 1 | -1 | 0 | 2 | -3
Brc1ccccc1OCCCCCN1CCCC1 | 0.6 | 1 | 3 | 1 | 0 | 2 | -1 | . | -4
COc1ccccc1C(=O)NCCSCc1ccccc1Cl | -0.3 | -6 | 3 | 4 | -2 | 0 | -7 | 2 | 5
CCN(CC)S(=O)(=O)c1ccc(N2CCOCC2)c(NC(=O)c2cc(=O)[nH]c3ccccc23)c1 | -5.2 | -1 | -8 | -10 | -4 | -7 | 5 | -1 | 6
Cc1ccc2c(c1)C1CN(C)CCC1N2C(=O)COc1ccc(N(C)C(=O)c2ccccc2)cc1 (stereo unspecified) | 0.6 | -5 | -4 | -1 | -7 | 1 | 5 | -8 | 3
Clc1ccc(C2[C@H]3CN(Cc4ccc(-c5ccccc5)cc4)[C@H](c4ccccc4)C34CC2(c2ccccc2)C4)cn1 (stereo partly specified) | 0.5 | -5 | -3 | 16 | 4 | -1 | 3 | . | 7
COc1ccc2[nH]c(C(=O)NCCCN3CCCC3=O)c(C)c2c1 | 1.6 | 4 | 4 | -3 | 5 | 1 | 7 | 8 | 6
Cc1cccc(-n2c(CNC(=O)c3ccccc3)nnc2SCC(=O)Nc2nccs2)c1 | 0.0 | -4 | 1 | 1 | -4 | 0 | -1 | -2 | 4
COc1ccc2ccc(=O)oc2c1CC(=O)C(C)C | . | 5 | . | . | . | . | 2 | 6 | 0
Cc1nc2ccccc2n1CC(=O)N/N=C\C=C\c1ccccc1 | 1.2 | 4 | 4 | 0 | -1 | 0 | 13 | 5 | 10
CCN(CC)CCNC(=O)C1CCC(=O)N1CCc1ccccc1 (stereo unspecified) | 3.2 | 9 | -2 | -11 | -3 | -1 | 0 | -1 | 1

Structures listed so far with a thiophene ring, fused or not, in the order listed:
SMILES | PP5 inh | proCasp7 act | Fh CTSL1 inh | HCV core dimer | PP1 inh | TPT1 inh | AHR activator | PAFAH2 inh | proCasp3 act
O=C(c1cccs1)N1CC=C(c2ccccc2)CC1 | 3.8 | -1 | . | . | 12 | . | -1 | 3 | -3
O=C(CSc1nnc(-c2cccs2)n1CC1CCCO1)c1cc2ccccc2o1 (stereo unspecified) | 1.7 | -9 | -4 | 30 | 1 | 14 | 11 | 1 | -13

(further entries)
SMILES | PP5 inh | proCasp7 act | Fh CTSL1 inh | HCV core dimer | PP1 inh | TPT1 inh | AHR activator | PAFAH2 inh | proCasp3 act
Cc1ccc(C(=O)CN2C(=O)C(C)Oc3ccccc32)cc1 (stereo unspecified) | -2.0 | 5 | -1 | 3 | -4 | 4 | 7 | 8 | -5
O=C(CNC(=O)OCc1ccccc1)NC1CCCCCCC1 | 1.3 | 9 | 0 | -5 | -3 | -3 | -1 | -1 | -1
Cc1ccc(S(=O)(=O)N2CCOCC2)cc1C(=O)NCC1CCCO1 (stereo unspecified) | 3.4 | 15 | 28* | 7 | 0 | 2 | 1 | -1 | 2
Cc1cc2c(NCCc3ccccc3)ncnc2s1 | 5.1 | 1 | 5 | -9 | -1 | -1 | -9 | -4 | -5
